# Screens as filed in PubChem.
# LDHA block = qHTS assay for inhibitors of human lactate dehydrogenase. L-lactate dehydrogenase A chain (Homo sapiens), P00338. purified LDHA, NADH/diaphorase-resazurin fluorescence; stronger effect = lower value. activity change, % (values are at about 110 or 230 µM). 480,000 tested, 0.15% active. AID 1347041, 2019; in the data active means activity change below about -30%; inconclusive means mostly about -25% to -30%;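 further: plate controls were DMSO wells for no effect and wells without enzyme for full effect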
#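 Human LDH5 (2 nM) was incubated with 0.06 mM NADH and 0.2 mM pyruvate for 5 min at room temperature in Tris pH 7.4. Remaining NADH was coupled through diaphorase/resazurin, and resorufin fluorescence was read at 0 and 20 min.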
# POLB inh = qHTS Assay for Inhibitors of DNA Polymerase Beta | P06746 | Pol beta primer extension/strand displacement, fluorescence kinetic | Potency, µM (highest dose often 114 µM), inactives show top-dose activity change, negative = inhibition, hits mostly inhibitors | 340,000 tested, 1.3% active | AID 485314, 2010; further: potency means the concentration at half of the fitted maximal effect; on the % scale 0 is the no-effect control and ±100 the full control effect
#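 Pol beta (10 nM) was preincubated with compound for 15 min at room temperature. The reaction was then started with 50 nM substrate and read immediately and after a further 10 min at room temperature.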
# Anesthetic bind = qHTS Assay for Identification of Novel General Anesthetics | apoferritin/1-aminoanthracene competitive binding, fluorescence | Potency, µM (doses to about 77.5 µM), for inactives: top-dose activity change, negative = displacement, usual class: inhibitors | 350,000 tested, 0.074% active; further: potency means the concentration at half of the fitted maximal effect; on the % scale 0 is the no-effect control and ±100 the full control effect; nearly all actives have a fitted effect of over 20% in size
# Target sequence (P02791 2-175 limits assumed): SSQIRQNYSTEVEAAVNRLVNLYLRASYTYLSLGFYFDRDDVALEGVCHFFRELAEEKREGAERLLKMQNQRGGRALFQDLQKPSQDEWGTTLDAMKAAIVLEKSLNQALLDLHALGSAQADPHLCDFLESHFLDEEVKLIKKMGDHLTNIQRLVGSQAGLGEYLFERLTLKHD
#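 In PBS, apoferritin at 10 uM is loaded with 1-AMA from a 50% saturated solution. After 10 min of compound exposure at ambient temperature, reduced 535 nm fluorescence indicates probe displacement.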
# POLI inh = qHTS for Inhibitors of Polymerase Iota; DNA polymerase iota (Homo sapiens), Q9UNA4; Pol iota fluorescent replication assay, 10 min; Potency, µM (titrated, usually from 115 µM), inactives show top-dose activity, negative = inhibition, most hits filed as inhibitors; 390,000 tested, 1% active; AID 588590, 2011; further: potency means the concentration at half of the fitted maximal effect
#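 Fluorescent replication assay read twice, at 0 min and 10 min after adding 50 nM (final) substrate. Enzyme (10 nM) and compounds were first incubated 15 min at room temperature; enzyme-free buffer wells were negative controls.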
# Pol eta inh = qHTS for Inhibitors of Polymerase Eta; DNA polymerase eta (Homo sapiens), Q9Y253; recombinant Pol eta, fluorescent DNA replication assay; Potency, µM (highest dose often 114 µM), for inactives: at the highest dose activity change, negative = inhibition, hits mostly inhibitors; 390,000 tested, 1.2% active; further: potency means the concentration at half of the fitted maximal effect; on the % scale 0 is the no-effect control and ±100 the full control effect
#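 Pol eta at 10 nM preincubated with compounds 15 min at room temperature; reaction started with fluorescent substrate (50 nM final) and read kinetically at 0 and 10 min.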
# GRP78 ERSR act = qHTS for Inducers of the Endoplasmic Reticulum Stress Response (ERSR) in Human Glioma: qHTS; U87-MG GRP78 promoter luciferase reporter, 16 h; Potency, µM, without a hit: at the highest dose activation, hits mostly activators; 420,000 tested, 0.02% active; further: potency means the concentration at half of the fitted maximal effect; series mostly up to about 76 µM; % of control where 0% means no effect; nearly all actives have a fitted effect of over 35% in size
#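 Stably transfected U87-MG glioma cells carrying a GRP78-based luciferase sensor; 16 h compound incubation. Luminescence end-point read 10 min after Bright-Glo addition at room temperature.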
# BLM inh = qHTS Assay for Inhibitors of Bloom's syndrome helicase (BLM); RecQ-like DNA helicase BLM (Homo sapiens), P54132; recombinant BLM DNA unwinding, fluorescence dequenching; Potency, µM (doses to about 56.1 µM), without a hit: at the top dose activity change, negative = inhibition, actives largely listed as inhibitors; 350,000 tested, 0.2% active;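 further: potency means the concentration at half of the fitted maximal effect; plate controls were vehicle for no effect and no enzyme for full effect; nearly all actives have a fitted effect of over 35% in size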
# APEX1 inh = qHTS Assay for Inhibitors of the Human Apurinic/apyrimidinic Endonuclease 1 (APE1) | DNA repair nuclease/redox regulator APEX1 (Homo sapiens), P27695 | recombinant APE1, TAMRA/BHQ-2 abasic DNA cleavage fluorescence | Potency, µM (titrated, usually from 65.8 µM), for inactives: top-dose activity change, negative = inhibition, hits mostly inhibitors | 350,000 tested, 0.35% active;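 further: potency means the concentration at half of the fitted maximal effect; plate controls were vehicle for no effect and reference inhibitor for full effect; nearly all actives have a fitted effect of over 55% in size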
#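 Enzyme (0.75 nM final) and test compound are incubated 15 min at room temperature before adding 50 nM quenched THF abasic-site duplex. Cleavage dequenches TAMRA, followed at 525/598 nm over three reads one minute apart.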
# Pol kappa inh = qHTS for Inhibitors of Polymerase Kappa; DNA polymerase kappa (Homo sapiens), Q9UBT6; purified Pol kappa, fluorescent DNA synthesis assay, 10 min; Potency, µM (highest dose often 107 µM), for inactives: at the top dose activity, negative = inhibition, actives largely listed as inhibitors; 400,000 tested, 0.53% active; AID 588579, 2011; further: potency means the concentration at half of the fitted maximal effect; on the % scale 0 is the no-effect control and ±100 the full control effect
# Target sequence (Q9UBT6 whole entry, looked up): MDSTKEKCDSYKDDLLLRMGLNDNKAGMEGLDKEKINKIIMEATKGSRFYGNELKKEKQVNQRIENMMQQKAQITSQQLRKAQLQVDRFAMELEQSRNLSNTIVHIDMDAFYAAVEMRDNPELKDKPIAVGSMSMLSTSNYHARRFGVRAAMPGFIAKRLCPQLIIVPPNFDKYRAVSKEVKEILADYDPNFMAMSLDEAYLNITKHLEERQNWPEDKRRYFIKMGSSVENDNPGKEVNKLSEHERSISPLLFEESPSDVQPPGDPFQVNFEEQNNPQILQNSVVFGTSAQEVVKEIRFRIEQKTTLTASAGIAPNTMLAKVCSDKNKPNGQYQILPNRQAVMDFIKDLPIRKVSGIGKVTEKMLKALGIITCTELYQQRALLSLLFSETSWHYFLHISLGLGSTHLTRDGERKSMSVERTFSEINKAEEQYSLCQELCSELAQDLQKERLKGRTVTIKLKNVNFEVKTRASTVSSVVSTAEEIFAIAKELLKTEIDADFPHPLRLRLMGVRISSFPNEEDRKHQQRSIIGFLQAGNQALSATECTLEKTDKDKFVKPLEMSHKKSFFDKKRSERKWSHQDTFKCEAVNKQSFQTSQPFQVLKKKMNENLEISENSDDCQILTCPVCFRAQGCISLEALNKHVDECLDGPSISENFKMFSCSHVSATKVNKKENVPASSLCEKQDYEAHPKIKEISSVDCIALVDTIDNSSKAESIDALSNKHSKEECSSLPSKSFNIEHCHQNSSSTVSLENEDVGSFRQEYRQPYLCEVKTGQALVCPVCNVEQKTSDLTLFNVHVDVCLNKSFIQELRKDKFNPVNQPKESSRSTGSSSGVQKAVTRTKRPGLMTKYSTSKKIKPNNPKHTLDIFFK
#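 Enzyme at 10 nM met test compounds for 15 min at room temperature. Substrate addition (50 nM final) began the reaction, which was monitored by fluorescence at 0 and 10 min.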
# The depositor's hits bear a star; ? = inconclusive; · = no result given; [ ] = remark or other dose. Unless noted, the call rests on the fitted dose curve; in most records, active means well fitted curve in the direction sought with a large enough effect; inconclusive means small, poorly fitted or top-dose-only effect, or another doubt; inactive means no such curve, though single readings can be large; an effect the other way counts as inactive or inconclusive.
item	Structure	Anesthetic bind	LDHA block	POLI inh	POLB inh	Pol kappa inh
1	Cc1cc(C)nc(Oc2ccc(Br)cc2)n1	4%	-6	9%	12%	-4%
2	Cc1ccc(S(=O)(=O)N(C)C)cc1NC(=O)COC(=O)c1ccc(Cl)cc1	-13%	-1	20%	1%	-11%
3	CCN(CC)CCN(C(=O)/C=C/c1cccs1)c1nc2ccc(OC)cc2s1	·	0	11%	·	0%
4	Cc1ccc(CN2CCNC2=O)cc1	-9%	-11	-1%	30%	-2%
5	COc1ccc(C(=O)NCCCSC)cc1OC1CCN(C(C)C)CC1	-7%	2	22%	7%	8%
6	Cc1cc(C)c(S(=O)(=O)N2CCN(C(=O)c3c(C)noc3C)CC2)c(C)c1	·	-8	19%	·	-10%
7	COCCCNC(=S)NNC(=O)c1cc(C2CC2)nc2ccccc12	-6%	-4	27%	15%	-14%
8	O=c1oc2ccccc2cc1-c1csc(NN=C2CCCC2)n1	-8%	-9	29%	15%	-7%
9	COc1ccccc1C(=O)NCCC(=O)Nc1ccc(S(=O)(=O)N2CC(C)CC(C)C2)cc1 (stereo unspecified)	·	1	10%	·	0%
10	O=C(O)c1ccc(-c2nnc(-c3cccc(Br)c3)o2)cc1	12%	-1	2%	23%	3%
11	Cc1cc(C(=O)N/N=C/c2ccc(-c3cccc(Cl)c3Cl)o2)n[nH]1	-12%	0	13%	?	-4%
12	COc1ccc(-n2c(Cc3cc(=O)[nH]c(=O)[nH]3)nnc2SCC(=O)Nc2ccccc2)cc1	-5%	3	-2%	14%	-25%

item	Pol eta inh	APEX1 inh	GRP78 ERSR act	BLM inh
1	-3%	6%	1%	2%
2	-4%	-1%	-2%	-9%
3	-11%	·	-3%	·
4	-14%	6%	-2%	-1%
5	-14%	-10%	3%	-5%
6	?	14%	-5%	·
7	-2%	34%	-3%	-7%
8	-5%	1%	3%	0%
9	-25%	-3%	-3%	·
10	7%	-2%	-3%	-12%
11	?	13%	-1%	-14%
12	-17%	-4%	-2%	3%

# The list goes on.
item	Structure	Anesthetic bind	LDHA block	POLI inh	POLB inh	Pol kappa inh
13	CCCn1nc(Oc2nc(NC(C)C)nc(N(C)C)n2)ccc1=O	-12%	-3	44%[activator]	35%[activator]	-9%
14	COc1ccc(CN2CCCCCC2)cc1	-4%	-10	108%[activator]	21%	1%
15	CC(C)OCCCN(CC(O)c1ccccc1)CC(O)c1ccccc1 (stereo unspecified)	-6%	-6	?	10%	-18%
16	Cc1c(CC(=O)N[C@@H](C)C(=O)O)c(=O)oc2cc3c(cc12)CCC(C)(C)O3	-1%	0	-9%	-2%	-4%
17	Cn1c(N)c(C(=O)COC(=O)CNS(=O)(=O)c2cccc(Cl)c2)c(=O)n(C)c1=O	-10%	-6	11%	-7%	-8%
18	Cc1cc(C(=O)COC(=O)C23CC4CC(CC(O)(C4)C2)C3)c(C)n1-c1c(C)n(C)n(-c2ccccc2)c1=O	-10%	2	144%[activator]	1%	2%
19	CN1OC[C@@H]2CN(Cc3ccc(Cl)cc3)[C@H](c3cccc(Br)c3)C[C@@H]21	·	2	-12%	·	2%
20	Cc1cc2n(n1)C(c1ccc3c(c1)OCO3)Nc1c(C)cccc1-2 (stereo unspecified)	?	0	21%	-24%	-7%
21	CCOc1cc(C)c(S(=O)(=O)NC2CCCCC2)cc1C	?	0	-21%	-1%	-24%
22	COCCN1Cc2cc3cc(C)ccc3nc2SC1=Nc1cccc(OC)c1	-4%	-1	11%	9%	-18%
23	COc1cccc(C(=O)NCC2(c3ccc(OC)c(OC)c3)CCCC2)c1	-10%	-4	23%	65%	-24%
24	O=C(NCCc1c[nH]c2ccccc12)C(=O)NCC(c1ccco1)N1CCN(c2ccc(F)cc2)CC1 (stereo unspecified)	-2%	-7	20%	6%	-21%

item	Pol eta inh	APEX1 inh	GRP78 ERSR act	BLM inh
13	-16%	21%	-5%	-3%
14	-19%	-9%	-6%	3%
15	-3%	-3%	-1%	6%
16	8%	-1%	-5%	-3%
17	-13%	-1%	-1%	4%
18	-8%	3%	-4%	-2%
19	-10%	·	-2%	·
20	4%	-10%	-1%	-14%
21	-14%	-1%	-2%	-2%
22	-13%	29%	0%	-17%
23	-11%	0%	-3%	-3%
24	-21%	2%	-3%	-4%

# Some of these compounds in order of formula weight, descending.
item	Structure	Anesthetic bind	LDHA block	POLI inh	POLB inh	Pol kappa inh
12	COc1ccc(-n2c(Cc3cc(=O)[nH]c(=O)[nH]3)nnc2SCC(=O)Nc2ccccc2)cc1	-5%	3	-2%	14%	-25%
2	Cc1ccc(S(=O)(=O)N(C)C)cc1NC(=O)COC(=O)c1ccc(Cl)cc1	-13%	-1	20%	1%	-11%
22	COCCN1Cc2cc3cc(C)ccc3nc2SC1=Nc1cccc(OC)c1	-4%	-1	11%	9%	-18%
8	O=c1oc2ccccc2cc1-c1csc(NN=C2CCCC2)n1	-8%	-9	29%	15%	-7%
21	CCOc1cc(C)c(S(=O)(=O)NC2CCCCC2)cc1C	?	0	-21%	-1%	-24%
1	Cc1cc(C)nc(Oc2ccc(Br)cc2)n1	4%	-6	9%	12%	-4%

item	Pol eta inh	APEX1 inh	GRP78 ERSR act	BLM inh
12	-17%	-4%	-2%	3%
2	-4%	-1%	-2%	-9%
22	-13%	29%	0%	-17%
8	-5%	1%	3%	0%
21	-14%	-1%	-2%	-2%
1	-3%	6%	1%	2%

# Next section:
item	Structure	Anesthetic bind	LDHA block	POLI inh	POLB inh	Pol kappa inh
25	COc1ccc2c(c1)CCc1c(C(=O)NCc3ccco3)noc1-2	79%[activator]	3	-5%	-1%	-9%
26	O=C(Cc1ccccc1)NCCCNC(=O)Cc1ccccc1	·	-6	6%	·	-17%
27	O=C(NN1C(=O)c2ccccc2NC1c1ccccc1OCc1ccccc1)c1ccncc1 (stereo unspecified)	?	-3	0%	-1%	-3%
28	O=C1NC(=Nc2ccccc2Cl)SC1(CO)CO	-7%	-6	-8%	-17%	-7%
29	Nc1nc(Sc2ccc(C(F)(F)F)cc2[N+](=O)[O-])n[nH]1	-21%	5	8%	4%	-12%
30	Cc1cc(C)c2cc(CN(CCN3CCCC3)C(=O)Nc3ccc(F)cc3)c(=O)[nH]c2c1	?	-3	18%	3%	-21%
31	CCCNC(=O)C1CCN(S(=O)(=O)c2cccc3nonc23)CC1	-8%	-5	23%	1%	0%
32	CCc1nc(SCC(=O)O)c(C#N)c2c1CCCC2	-4%	-2	72%[activator]	8%	-9%
33	COc1ccc(N2CCC(CNC(=S)Nc3c(C)cc(C)cc3C)C2)cc1 (stereo unspecified)	0%	2	1%	-20%	-1%
34	CCCCCCOC(=O)c1ccc(N)cc1	-12%	1	27%	10%	-17%
35	CCOCCCNC(=O)C(c1ccc(OC)cc1)N(Cc1cccs1)C(=O)c1ccc(NC(C)=O)cc1 (stereo unspecified)	-12%	-3	-4%	-11%	-18%
36	COc1cc2c(cc1NS(=O)(=O)N1CCCC1)oc1ccccc12	-7%	1	?	24%	-4%

item	Pol eta inh	APEX1 inh	GRP78 ERSR act	BLM inh
25	-8%	-3%	5%	-2%
26	-13%	·	-4%	·
27	-4%	3%	2%	-3%
28	5%	10%	-4%	-2%
29	1%	0%	-2%	-4%
30	-8%	2%	-4%	-1%
31	-3%	-1%	-2%	-1%
32	-18%	0%	0%	-3%
33	-16%	-3%	-2%	-4%
34	?	-13%	2%	-10%
35	-8%	·	0%	2%
36	-10%	-3%	-1%	-8%

# Three entries from above, with values under each structure.
# Results follow in this order: Anesthetic bind	LDHA block	POLI inh	POLB inh	Pol kappa inh	Pol eta inh	APEX1 inh	GRP78 ERSR act	BLM inh
[32] CCc1nc(SCC(=O)O)c(C#N)c2c1CCCC2
    -4%	-2	72%[activator]	8%	-9%	-18%	0%	0%	-3%
[33] COc1ccc(N2CCC(CNC(=S)Nc3c(C)cc(C)cc3C)C2)cc1 (stereo unspecified)
    0%	2	1%	-20%	-1%	-16%	-3%	-2%	-4%
[34] CCCCCCOC(=O)c1ccc(N)cc1
    -12%	1	27%	10%	-17%	?	-13%	2%	-10%

# Other structures.
item	Structure	Anesthetic bind	LDHA block	POLI inh	POLB inh	Pol kappa inh
37	CCOc1ccc(-c2cc(N)n(S(=O)(=O)c3ccc(OC)cc3)n2)cc1	28%	-3	-20%	22%	2%
38	Cc1c(C(=O)Nc2cccc(F)c2)oc2c1-c1nn(Cc3c(F)cccc3Cl)cc1CC2	25%	27	21%	1%	4%
39	COC(=O)CCC(=O)COc1ccccc1C#N	-11%	2	-18%	64%	10%
40	O=C(CCc1nc2ccccc2[nH]1)N1CCc2ccccc2C1	-1%	7	42%[activator]	2%	-14%
41	Cc1ccccc1OCC(O)Cn1c(=N)n(CCN2CCCCC2)c2ccccc21 (stereo unspecified)	-1%	-9	13%	-19%	-6%
42	O=C(Nc1ccc(F)cc1)C1CCN(c2ncnc3c2nc2n3CCCCC2)CC1	-6%	-4	-24%	-3%	7%
43	Cc1cccc(C(=O)OCC(=O)NCCCc2ccccc2)c1	?	-4	74%[activator]	-6%	-13%
44	CCOC(=O)n1c(=O)n(Cc2ccccc2)c2ccccc21	-10%	3	7%	-11%	-17%

item	Pol eta inh	APEX1 inh	GRP78 ERSR act	BLM inh
37	-13%	-6%	-3%	-5%
38	89µM*	·	-4%	-5%
39	-2%	-4%	7%	2%
40	1%	2%	0%	-11%
41	·	·	·	28%
42	-10%	57%[activator]	-3%	-2%
43	3%	-3%	-3%	-3%
44	-8%	1%	0%	0%

# This is a subset; count on the stated rates, not on these rows.
